TAG inh = inhibitors of triacylglycerol accumulation. H9c2 cells, Nile Red lipid (TAG) fluorescence; cells loaded with 200 µM oleic acid. inhibition, % at 12.5 µM. 0.66% of 230,000 active. AID 651582;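 active = pattern-corrected inhibition of lipid staining of at least 50% with the nuclear-stain viability signal not falling by more than 50%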;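 also: 0% = DMSO wells and 100% = triacsin C control wells; some results filed as inactive read as strong as hits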
TAG inh DAPI viability = second read-out of TAG inh, no call of its own (marks repeat the call); DAPI nuclei signal change (viability), lower = more cytotoxic, %;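 whole-well DAPI fluorescence read on a plate reader as a viability signal; minus 50 percent equals half of cells still viable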
Numbers without * were called inactive. An excerpt, so the mix of outcomes need not match the whole.

# | compound | TAG inh DAPI viability | TAG inh
1 | S=C(Nc1cccc(Cl)c1)Nc1ccccc1Oc1ccccc1 | 0 | -10
2 | CC(=O)Nc1nc(C=C(Cl)Cl)cs1 | -13 | 3
3 | Cc1nn(-c2ncc(C(F)(F)F)cc2Cl)c(=O)n1-c1cccc(F)c1 | -2 | -6
4 | CNc1cccc(-c2cc(OC)c(OC)c(OC)c2)n1 | -11 | 13
5 | CCc1ccc(N(C(=O)c2csnn2)C(C(=O)NC(C)(C)CC)c2cccnc2)cc1 (stereo unspecified) | -9 | 11
6 | COc1ccc(Cl)cc1NS(=O)(=O)c1cccc(C(=O)NC2CC2)c1 | -2 | -14
7 | O=S(=O)(c1ccc(N2CCN(S(=O)(=O)c3ccccc3)CC2)nc1)N1CCCC1 | 7 | -11
8 | S=C1N[C@H]2CCCC[C@@H]2N1 | 5 | 0
9 | COC(=O)N1C(=O)[C@](c2ccccc2)(C2CCCCC2)N1C(=O)OC | 2 | -25
10 | COc1ccc(NC(=O)C2CCN(S(=O)(=O)c3cccc4cccnc34)CC2)cc1OC | 3 | -6
11 | Cc1nc2ccc(NS(=O)(=O)c3ccccc3F)cc2s1 | 4 | 4
12 | Cc1ccc(CNC(=O)CSCc2ccccc2F)cc1 | 0 | -17
13 | Cc1cc(C)n(-c2ccc(C(=O)N3CCN(S(=O)(=O)c4ccc(C(C)C)cc4)CC3)cc2)n1 | -3 | 5
14 | COc1cccc(Nc2nc(C(N)C3CCCCC3)cs2)n1 (stereo unspecified) | 10 | 18
15 | O=C(NCCCNC(=O)c1ccccn1)c1ccc(Br)cc1 | 5 | -6
16 | COc1ccc(C(C)(C)C)cc1NC(=O)CCCN1C(=O)NC(C)(C)C1=O | -1 | 4
17 | Cc1cccc(S(=O)(=O)NC(=O)C2(C)CCN2C(=O)C/C=C/c2ccccc2)c1 (stereo unspecified) | 3 | -10
18 | Cc1cccc2nc(CSCc3ccco3)cn12 | 2 | -38
19 | COc1ccc(CCC(=O)Nc2cccc(S(=O)(=O)N3CCCCCC3)c2)cc1OC | 7 | -10
20 | O=C(COC(=O)c1cc(S(=O)(=O)N2CCOCC2)ccc1O)Nc1cc(S(=O)(=O)N2CCCC2)ccc1Cl | 3 | -5

Records 1–5 of the list above:
# | compound | TAG inh DAPI viability | TAG inh
1 | S=C(Nc1cccc(Cl)c1)Nc1ccccc1Oc1ccccc1 | 0 | -10
2 | CC(=O)Nc1nc(C=C(Cl)Cl)cs1 | -13 | 3
3 | Cc1nn(-c2ncc(C(F)(F)F)cc2Cl)c(=O)n1-c1cccc(F)c1 | -2 | -6
4 | CNc1cccc(-c2cc(OC)c(OC)c(OC)c2)n1 | -11 | 13
5 | CCc1ccc(N(C(=O)c2csnn2)C(C(=O)NC(C)(C)CC)c2cccnc2)cc1 (stereo unspecified) | -9 | 11

The list continues:
# | compound | TAG inh DAPI viability | TAG inh
21 | COCc1c(C(=O)N(C)Cc2ccccc2N2CCCC2)oc2ccccc12 | 1 | -18
22 | CC(C)CN1CCC1(C)C(=O)Nc1ccc(OC(F)F)cc1 (stereo unspecified) | 12 | -14
23 | Cc1ccc(OCC(=O)NCc2ccccn2)c(Br)c1 | 21 | 1
24 | Cc1ccn2c(Nc3ccccc3C)c(-c3ccccn3)nc2c1 | 3 | 40
25 | COc1ccc(OC)c(S(=O)(=O)Nc2cc(C)on2)c1 | 1 | -3
26 | CCN(CC)CCCNC(=O)C1CCC(=O)N(c2ccc(OC)cc2)C1c1ccc(F)cc1 (stereo unspecified) | 12 | 6
27 | Cc1cc(C(=O)NCC(=O)OCC(=O)N(C2CCCCC2)C2CCCCC2)ccc1[N+](=O)[O-] | -6 | 3
28 | COc1ccccc1NC(=O)COC(=O)COc1ccccc1F | -8 | 11
29 | COc1ccc(S(=O)(=O)NCCc2ccccn2)cc1 | -4 | 18
30 | O=C(/C=C/c1ccccc1Cl)OCC(=O)N1CCCC1 | -4 | 7
31 | COc1cccc(NC(=O)COC(=O)c2c(NC(C)=O)sc(C)c2C)c1 | 2 | -13
32 | Brc1ccc(-c2cnco2)cc1 | 4 | 0
33 | N#CC1=C(N)NC(SCc2ccc(Br)cc2)=C(C#N)C12CCCCC2 | 1 | -22
34 | C[C@H](CO)N1C[C@H](C)[C@@H](CN(C)S(=O)(=O)c2ccc(-n3cccn3)cc2)OCc2cnnn2CCCC1=O | -11 | 7
35 | COC(=O)c1c(C)[nH]c(-c2csc(N)n2)c1C | -14 | 42
36 | Cn1cccc1/C=N/n1c(-c2ccc(Cl)cc2Cl)n[nH]c1=S | -5 | -21
37 | COc1cc(S(=O)(=O)N2CCN(c3ccccc3F)CC2)c(OC)cc1Cl | 1 | 9
38 | Cc1cccc(N2CCN(C(=O)CN3C(=O)C4CC=CCC4C3=O)CC2)c1C (stereo unspecified) | -2 | -4
39 | O=C(CNCc1cccc2ccccc12)Nc1ccccc1[N+](=O)[O-] | -10 | -2
40 | O=C(COC(=O)c1ccccc1NCCO)NCc1cccs1 | -3 | -7
41 | O=C(O)[C@H]1CCC(=O)N1Cc1ccco1 | 7 | 8
42 | O=C(CSc1ccccc1)Nc1ccc2c(c1)OCCO2 | 4 | 0
43 | O=C(O)c1ccc2c(c1)CCCN2 | 5 | -5
44 | Cc1ccc(CNC(=O)C2CC3Cn4c(nc5cc(Cl)c(Cl)cc54)C3N2C)o1 (stereo unspecified) | 6 | 7
45 | O=C(COC(=O)c1ccccc1F)NCc1ccc2c(c1)OCO2 | 8 | -7
46 | CC(C)(C)c1[nH]nc2c1C(c1ccoc1)C(C#N)=C(N)O2 (stereo unspecified) | -3 | 13
47 | COc1ccc(C2C(C#N)=C(C)NC3=C2C(=O)CC(C)(C)C3)cc1 (stereo unspecified) | 92 | -5
48 | O=S1(=O)NC(c2ccccc2)CC(CC2CCCCC2)O1 (stereo unspecified) | -2 | -49
49 | CCOC(=O)C(=CNc1cccnc1Oc1ccc(C)c2c1CCC2)C(=O)OCC | 2 | -16
50 | COc1ccc(NC(=O)N(C)C[C@H]2Oc3ccc(NC(=O)C4CC4)cc3C(=O)N([C@H](C)CO)C[C@@H]2C)cc1 | -17 | 16
51 | Cc1c(N2C(=O)c3ccc(Br)cc3C2=O)c(=O)n(-c2ccccc2)n1C | -5 | 18
52 | Cc1ccc(C)c(OCC(=O)O/N=C(\N)c2cccc([N+](=O)[O-])c2)c1 | -8 | 9
53 | Cc1csc(NC(=O)CSC2=NS(=O)(=O)c3cc(F)ccc3N2)n1 | -6 | 15
54 | CC(C(=O)Nc1ccccc1C(=O)N1CCOCC1)N(c1ccc(Cl)cc1)S(C)(=O)=O (stereo unspecified) | -6 | -1
55 | Cc1oc2ccc(O)c(CN3CCOCC3)c2c1C(C)O (stereo unspecified) | 2 | 7
56 | CC(C)[C@H](NC(=O)c1ccc(Cl)c([N+](=O)[O-])c1)C(=O)O | -4 | 2
57 | Cc1ccc2nc3c(c(C(=O)OCC(=O)NC4CCS(=O)(=O)C4)c2c1)CCCC3 (stereo unspecified) | 8 | 19
58 | COc1ccc(-c2c(-c3cc(OC)cc(OC)c3)n(C)c3ccc(-c4ccc(S(N)(=O)=O)cc4)cc23)cc1 | 21 | -145
59 | Cc1ccc(S(=O)(=O)NC2=C(N3CCN(c4ccccc4F)CC3)C(=O)c3ccccc3C2=O)cc1 | -14* | 68*
60 | O=C(NCCCN1CCOCC1)c1cn(-c2ccccc2)nc1-c1cccs1 | 9 | 6
61 | c1ccc(N2CC3CCc4ccccc4C3=N2)cc1 (stereo unspecified) | 173 | 9
62 | COc1ccc(Cn2c(-c3ccccc3C)nc3c(c(=O)c4ccccc4n3C)c2=O)cc1 | -1 | -8
63 | CC(NC(=O)C(=O)N/N=C/c1ccccc1)c1ccccc1 (stereo unspecified) | 4 | 8
64 | O=c1cc(-c2ccccc2)c2cc3c(cc2[nH]1)OCCO3 | 16 | 5
65 | CC(=O)Nc1ccccc1NS(=O)(=O)c1cccc([N+](=O)[O-])c1 | 9 | 18
66 | COc1ccc(CN2CC[C@H]3C=CC[C@@H](C(=O)Nc4ccc(Cl)c(C(F)(F)F)c4)[C@H]3C2=O)cc1OC | -2 | -3
67 | CCn1c(SC(C)C(=O)NC2CCCC2)nc2cc(S(N)(=O)=O)ccc21 (stereo unspecified) | -6 | 2
68 | CCN(CC)C(=O)C(=O)Nc1ccc(F)c(Cl)c1 | -7 | 11
69 | CC(Oc1ccccc1F)C(=O)NNC(=O)c1cc2ccccc2o1 (stereo unspecified) | -8 | 5
70 | O=C(CSc1ncn[nH]1)CSc1ncn[nH]1 | 4 | -1
71 | O=C(NCC1CCCO1)c1ccc(NC(=O)C2CC=CCC2C(=O)O)cc1 (stereo unspecified) | 3 | 10
72 | CC(C)(CNC(=O)c1ccc(S(=O)(=O)Nc2cccc(C(F)(F)F)c2)cc1)N1CCOCC1 | 2 | -6
73 | COc1cc(C(=O)NCc2nnc(SCC(=O)Nc3cc(C)on3)o2)cc(OC)c1OC | -7 | 8
74 | NNC(=S)NCCc1ccccc1 | -7 | -4
75 | O=S(=O)(c1cccs1)N1CN(Cc2ccccc2)c2nc3ccccc3nc21 | 6 | -10
76 | CN(O)C(=O)Nc1ccc([N+](=O)[O-])cc1 | -5 | -10
77 | COc1ccc(NC(=O)CSc2nc3ccsc3c(=O)n2Cc2ccccn2)c(OC)c1 | 2 | -1
78 | O=C(O)CC(Cc1ccccc1)c1ccc2c(c1)OCO2 (stereo unspecified) | 15 | -13
79 | Cc1cccc(-c2c3c(=O)n(C)c(=O)n(C)c3cn2C2CCCCC2)c1 | 47 | 0
80 | Cc1ccc(C(=O)CN2C(=O)NC3(CCCCC3C)C2=O)s1 (stereo unspecified) | -10 | 12

(more compounds)
# | compound | TAG inh DAPI viability | TAG inh
81 | COc1ccc(S(=O)(=O)NC(=O)C2(C)CCN2C(=O)C2CC2)cc1 (stereo unspecified) | -1 | 10
82 | O=C(NCCCCNC(=O)c1ccco1)c1ccco1 | -1 | 10
83 | CCc1ccc(-c2nc(CSCC(=O)N3CCN(c4ncccn4)CC3)c(C)o2)cc1 | -1 | -43
84 | C=CCC(NCc1ccco1)c1ccc(OC)cc1 (stereo unspecified) | -11 | -8
85 | COCCN(C(=O)c1ccc(C#N)cc1)c1c(N)n(Cc2ccccc2)c(=O)[nH]c1=O | -6 | 18
86 | O=C(c1ccc(Br)cc1)N1CCN(c2ccccn2)CC1 | 5 | 3
87 | CCN(CC)CCNC(=O)Cn1nc(Cc2ccccc2)c2ccccc2c1=O | -7 | 5
88 | Cc1cc(Br)c(S(=O)(=O)NCc2ccncc2)cc1C | -3 | -28
89 | N#C/C(=C/c1ccncc1)c1nc2ccccc2c(=O)[nH]1 | 3 | 6
90 | Cc1cccc(N2CCN(C(=O)CSc3nnnn3C3CC3)CC2)c1C | 2 | 17
91 | CCOc1ccc(NS(=O)(=O)c2cc(C(=O)N3CCC3)ccc2Cl)cc1 | 0 | 16
92 | COc1ccc(CC(=O)NC2CC(C)(C)NC(C)(C)C2)cc1OC | -15 | 7
93 | Cc1ccc(-n2ncc3c2CCCC3NC(=O)c2ccccc2N2CCOCC2)cc1C (stereo unspecified) | 2 | -11
94 | Cc1cc(NC(=O)c2cc3n(n2)C(C(F)(F)F)CC(c2ccco2)N3)no1 (stereo unspecified) | -4 | 5
95 | COc1ccc(N2CCN(C(=O)COC(=O)CCOc3ccccc3C)CC2)cc1 | -7 | -4
96 | Cc1ccc(C(=O)N/N=C/c2ccc(N3CCOCC3)cc2)c(C)c1 | -1 | 6
97 | COc1ccc(C2C(C#N)=C(N)Oc3cccc(O)c32)cc1 (stereo unspecified) | -6 | -9
98 | Cc1ccc(NC(=S)Nc2cccc3cnccc23)cc1C | -17 | 36
99 | CC(=O)N1CCC(Nc2ccc(C)cc2)CC1 | -7 | -5
100 | CCOC(=O)Cn1cc(/C=N/NC(=O)CC#N)c2ccccc21 | 6 | -6
101 | NS(=O)(=O)c1ccc(NC(=O)CSc2nnc3n2CCCCC3)cc1 | 11 | -20
102 | O=C(C1CCCN(S(=O)(=O)c2cnc[nH]2)C1)N1CC(=O)N(CCc2ccccc2)C(=O)C1 (stereo unspecified) | 3 | -3
103 | CC(C)(CNC(=O)c1ccc(NS(=O)(=O)c2ccc(F)c(F)c2)cc1)N1CCOCC1 | 0 | -11
104 | Cc1n[nH]c(C)c1S(=O)(=O)N1CCN(C(=O)c2ccco2)CC1 | 1 | 6
105 | Cn1nnc2cc(C(=O)NC3CCCCC3)ccc21 | -3 | 8
106 | CC(C)c1ccc(NC(=O)C2(C)Cc3c(-c4cccc(C(N)=O)c4)ccnc3O2)cc1 (stereo unspecified) | 7 | -15
107 | O=C1NC[C@H](Cc2ccccc2)N(C[C@H]2CCCN2C[C@H](Cc2ccc(O)cc2)N2C[C@H](Cc3ccc(O)cc3)N(CC3CCCCCC3)C(=O)C2=O)C1=O | -1 | 2
108 | CCCCNC(=O)CSc1cc(=O)n(C)c2ccccc12 | -9 | -11
109 | NCCCCCCNS(=O)(=O)c1cccc2c(Cl)cccc12 | 15 | -2
110 | COc1ccc(S(=O)(=O)N2CCCCC2)cc1NC(=O)C1CC(=O)N(c2ccc3c(c2)OCCO3)C1 (stereo unspecified) | -8 | -3
111 | O=C(NCc1ccco1)c1ccc(-c2ccc(Cl)cc2)o1 | 0 | 0
112 | CCOc1ccc(C(=O)COC(=O)CC)cc1 | 11 | 0
113 | CNC[C@@H]1Oc2ccc(NS(=O)(=O)c3ccc(OC)cc3)cc2CC(=O)N([C@H](C)CO)C[C@@H]1C | 0 | -5
114 | COc1cc(NC(=O)CSCc2ccc(Cl)cc2Cl)c(C(=O)O)cc1OC | -2 | 8
115 | CCOc1ccc2nc3c(cc2c1)CN(CCOC)C(=NCCOC)S3 | 9 | 6
116 | O=C(NCc1ccco1)c1c2c(nc3ccccc13)CCC2 | 10 | -14
117 | CCC(C)C(=O)Nc1nc(C)c(-c2csc(Nc3ccc(Cl)cc3)n2)s1 (stereo unspecified) | -5 | -62
118 | O=C(CC1Oc2ccccc2NC1=O)NCCCN1CCN(Cc2ccccc2)CC1 (stereo unspecified) | -1 | 1
119 | O=C(Oc1ccccc1OC(=O)N1CCOCC1)N1CCOCC1 | 5 | -11

Source: PubChem BioAssay (Sanford-Burnham Center for Chemical Genomics)
